E-selectin induc: E-selectin induction in HUVECs, primary screen, imaging, HUVEC, immunofluorescence imaging, single point; P16581; normalized: neutral wells 0, TNF-alpha wells 100; activation, % at 7.58 µM; actives 0.37% (n = 260,000); AID 686992, 2013;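 active = mean E-selectin-positive cell signal at least 10% of the positive control, reached in at least 60% of replicates, without over 20% cell loss; inconclusive = no rule given, readout overlaps actives, possibly toxicity-flagged; inactive = the rest, including those meeting only one limit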;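 also: in these data hits start at about 27%; measured in HUVEC primary endothelial cells; signal is the percent of cells scored E-selectin positive by PE staining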
Target sequence (P16581 whole entry, looked up): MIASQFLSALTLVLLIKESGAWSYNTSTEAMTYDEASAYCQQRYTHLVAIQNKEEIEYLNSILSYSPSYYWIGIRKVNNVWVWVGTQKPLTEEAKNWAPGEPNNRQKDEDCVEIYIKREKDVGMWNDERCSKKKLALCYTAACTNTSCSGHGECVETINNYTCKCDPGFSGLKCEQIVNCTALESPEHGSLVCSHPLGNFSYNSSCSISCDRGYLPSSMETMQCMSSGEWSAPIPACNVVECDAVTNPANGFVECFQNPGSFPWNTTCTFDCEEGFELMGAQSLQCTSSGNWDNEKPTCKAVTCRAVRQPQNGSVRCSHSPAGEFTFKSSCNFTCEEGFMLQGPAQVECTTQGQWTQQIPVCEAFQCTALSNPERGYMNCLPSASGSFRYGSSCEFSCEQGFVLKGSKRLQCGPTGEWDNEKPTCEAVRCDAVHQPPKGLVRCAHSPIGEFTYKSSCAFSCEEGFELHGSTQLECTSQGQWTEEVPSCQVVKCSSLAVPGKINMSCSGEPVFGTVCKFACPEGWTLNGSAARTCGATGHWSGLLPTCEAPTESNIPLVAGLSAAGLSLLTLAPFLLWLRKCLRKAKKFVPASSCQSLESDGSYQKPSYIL
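material = human umbilical vein endothelial cells (HUVEC), E-selectin induction | quantity = 3,000 cells/well | medium = EGM-2 growth medium on 0.1% gelatin-coated wells | technique = immunofluorescence imaging | read-out basis = % PE-positive cells | control set = TNF-alpha positive control, DMSO neutral control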
PglD DTNB: C. jejuni PglD acetyltransferase inhibitors, primary screen, biochemical, DTNB colorimetric, single point. UDP-N-acetylbacillosamine N-acetyltransferase PglD (Campylobacter jejuni). purified PglD enzyme, DTNB colorimetric CoA detection. inhibition, % at 12.5 µM. actives 0.098% (n = 360,000); in the data active = inhibition above about 16%, passing the limit was not always enough; inconclusive = no clear call, values can overlap the other calls; also: strong numbers were not always called active
SIRT5 inh: SIRT5 desuccinylase inhibitors, primary screen, biochemical, fluorescence imaging, single point, set 5 | NAD-dependent protein deacylase sirtuin-5, mitochondrial (Homo sapiens), Q9NXA8 | Purified SirT5, succinyl-peptide AMC, trypsin-coupled fluorescence | inhibition, % at 15 µM | actives 1.1% (n = 330,000) | AID 652115, 2013; in the data active = inhibition above about 15%; inconclusive = no clear call, values can overlap the other calls
Target sequence (Q9NXA8 whole entry, looked up): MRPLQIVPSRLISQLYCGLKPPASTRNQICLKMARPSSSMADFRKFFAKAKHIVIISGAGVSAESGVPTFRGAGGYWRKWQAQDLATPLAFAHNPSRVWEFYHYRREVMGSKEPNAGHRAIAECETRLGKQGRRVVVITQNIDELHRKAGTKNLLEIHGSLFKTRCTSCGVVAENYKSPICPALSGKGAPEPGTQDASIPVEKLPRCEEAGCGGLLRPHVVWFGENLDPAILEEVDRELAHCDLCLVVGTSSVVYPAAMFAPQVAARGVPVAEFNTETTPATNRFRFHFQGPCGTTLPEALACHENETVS
ERp5 inh: inhibitors of ERp5-driven insulin aggregation, primary screen, biochemical, turbidity, absorbance 650 nm, single point. inhibition, % at 9.99 µM. actives 0.05% (n = 350,000). Protein disulfide-isomerase A6 (Homo sapiens), Q15084. AID 651711, 2012. 90 min;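 active = mean replicate inhibition above about 25%, with every replicate also reaching it, limit read from the data, passing the limit was not always enough; inconclusive = only one of those two criteria met; inactive = neither criterion met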
DENV2 CPE rescue: inhibitors of DENV2 cytopathic effect, primary screen, cell-based, plate reader, single concentration. DENV2-infected cells, cytopathic effect rescue. CPE inhibition, % at 9.99 µM. actives 1.7% (n = 350,000); in the data active = CPE inhibition above about 20%, passing the limit was not always enough; inconclusive = no clear call, values can overlap the other calls; tested in BHK-21 cells;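 also: 0% = median of neutral control wells and 100% = median of positive control wells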
S100A4 inh HTS: inhibitors of S100A4-myosin IIA peptide binding, primary screen, biochemical, fluorescence polarization, TAMRA-MyoIIA peptide. actives 0.14% (n = 360,000). AID 652163, 2013. inhibition, % at 10.7 µM. Protein S100-A4 (Homo sapiens), P26447;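 active = mean inhibition of at least 70% across replicates, with every replicate also reaching that level; inconclusive = mean inhibition reaches 70% but some replicates fall short; inactive = mean inhibition below 70%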
Target sequence (P26447 whole entry, looked up): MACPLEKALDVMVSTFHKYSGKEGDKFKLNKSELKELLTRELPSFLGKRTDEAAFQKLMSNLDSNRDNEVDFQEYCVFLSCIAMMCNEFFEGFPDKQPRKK
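Material: S100A4 monomer protein | Medium: HEPES pH 7.2 with CaCl2, KCl, NaCl, DTT, Triton | Reagent: Labelled myosin peptide probe, 5 nM | Doses: One dose per compound | Times: 5 min incubation before reading | Benchmarks: Neutral control DMSO, positive control TFP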
C2C12 statin: suppressors of statin myotoxicity in C2C12 myotubes, primary screen, cell-based, single point, plate reader; rescue of ATP level, % at 7.49 µM; actives 0.78% (n = 330,000); C2C12 myotubes + simvastatin, ATP luminescence, 48 h; scaled: DMSO 0, geranylgeraniol control 100;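 active = mean ATP rescue above about 67%, or every replicate alone reaching that limit, limit read from the data, passing the limit was not always enough; inconclusive = no clear call, values can overlap the other calls; inactive = mean under the limit and some replicate under it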;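 also: myotubes were challenged with 10 µM simvastatin during compound exposure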
The depositor's hits bear a star; ? = inconclusive; · = not tested or not shown. An excerpt, so the mix of outcomes need not match the whole.

SMILES | E-selectin induc | PglD DTNB | SIRT5 inh | ERp5 inh | DENV2 CPE rescue | S100A4 inh HTS | C2C12 statin
COC(=O)Cn1c(=O)cnc2ccccc21 | · | 1 | -3 | 7 | · | 3 | 15
Cc1cccc(-c2ccc([C@@H]3[C@H]4CN(S(=O)(=O)c5cn(C)cn5)CCCCN4[C@H]3CO)cc2)c1 | -0.6 | 0 | -2 | -1 | 14 | 1 | ·
O=C(Nc1nnc(Cc2ccccc2F)s1)c1ccccc1Cl | 0.1 | -4 | -3 | -12 | 78* | 5 | 9
CCOC(=O)C1C(=O)CC(C)(O)C(C(=O)OCC)C1c1cccc(OC)c1 (centres undefined) | · | 5 | -1 | -2 | -6 | 8 | 0
COc1ccccc1NC(=O)C(=O)N/N=C(\C)CC(=O)Nc1ccccc1C(F)(F)F | · | 0 | 0 | 4 | 2 | -6 | 3
CC1CCCCC1NC(=O)COCc1cc(-c2cccs2)on1 (centres undefined) | · | -6 | -5 | -8 | ? | 8 | -69
Oc1ccc(-c2nccc(-c3ccc(Br)cc3)n2)cc1 | · | 2 | 3 | 5 | 12 | 0 | 2
COc1cc(C(=O)Nc2ccc(NC(=O)c3cccc(Cl)c3)nc2)cc(OC)c1OC | 0.4 | 4 | -12 | 3 | -4 | -2 | -96

Grouped by structure: the entries above containing four or more nitrogen atoms
SMILES | E-selectin induc | PglD DTNB | SIRT5 inh | ERp5 inh | DENV2 CPE rescue | S100A4 inh HTS | C2C12 statin
Cc1cccc(-c2ccc([C@@H]3[C@H]4CN(S(=O)(=O)c5cn(C)cn5)CCCCN4[C@H]3CO)cc2)c1 | -0.6 | 0 | -2 | -1 | 14 | 1 | ·
COc1ccccc1NC(=O)C(=O)N/N=C(\C)CC(=O)Nc1ccccc1C(F)(F)F | · | 0 | 0 | 4 | 2 | -6 | 3

Further structures:
SMILES | E-selectin induc | PglD DTNB | SIRT5 inh | ERp5 inh | DENV2 CPE rescue | S100A4 inh HTS | C2C12 statin
C/C=C/c1ccc([C@@H]2[C@@H](CN(CC)C(=O)CC)N(S(C)(=O)=O)[C@H]2CO)cc1 | 0.0 | -1 | -16 | -4 | 11 | 5 | 6
COc1ccc(C(=O)N/N=C/c2ccccc2OC(=O)c2ccccc2)cc1 | · | -4 | -1 | 8 | 2 | 19 | 7
CCOc1ccc(N2CC(C(=O)Nc3ccc(S(=O)(=O)NCC4CCCO4)cc3)CC2=O)cc1 (centres undefined) | -0.2 | 4 | 8 | 5 | 5 | -5 | 24
CC(C)N1CCc2c(sc(NC(=O)Cc3ccccc3)c2C#N)C1 | · | 1 | 0 | -1 | -9 | -2 | -3
CCc1ccc(C(=O)N/N=C/c2ccncc2)s1 | 0.0 | -2 | 3 | 0 | 3 | -1 | 16
O=C(NCCC1=CCCCC1)c1cc(S(=O)(=O)N2CCOCC2)c(Cl)cc1Cl | -0.2 | 2 | 3 | 8 | 12 | 3 | 3
COc1cccc(CN2[C@H](CO)[C@@H](c3ccccc3)C23CN(C(=O)C2CCCC2)C3)c1 | · | · | -2 | 7 | 1 | -4 | ·
COc1ccc(NC(=O)N2CCCC2C(=O)NCc2cccs2)cc1 (centres undefined) | -0.2 | 1 | -2 | 1 | 0 | -1 | 32
CCc1sc(NC(=O)c2cc3ccccc3oc2=O)nc1-c1cccs1 | · | -1 | 0 | -6 | ? | 4 | -31
NC(=NC(=O)c1ccc(Cl)cc1)N1N=CCC1c1ccccc1 (centres undefined) | · | -1 | 16* | -1 | -11 | 0 | 21
COc1ccc(COc2ccc(C3C(S(=O)(=O)c4ccccc4)CON3C)cc2OC)cc1 (centres undefined) | · | 1 | -1 | 1 | 6 | -3 | 0
O=C(NNc1nc2c(F)cc(F)cc2s1)C1COc2ccccc2O1 (centres undefined) | 4.1 | · | 10 | 5 | 11 | 1 | ·
C[C@@H]1CN([C@H](C)CO)C(=O)c2cc(NS(=O)(=O)c3cccs3)ccc2O[C@@H]1CN(C)S(=O)(=O)c1ccc(F)cc1 | 0.1 | 1 | -6 | 0 | -3 | -26 | ·
O=C(CSc1ccc2nnc(-c3ccccn3)n2n1)Nc1ccccc1 | -0.3 | -4 | 0 | -1 | 71* | -2 | 2
C[C@H](CO)N1C[C@H](C)[C@H](CN(C)C(=O)Nc2ccc3c(c2)OCO3)Oc2c(NC(=O)C3CC3)cccc2C1=O | -0.2 | -7 | 1 | 3 | -1 | -1 | -14
CCC(=O)N1CC2(C1)[C@H](c1ccccc1)[C@@H](CO)N2Cc1ccccc1OC | -0.2 | · | 5 | 4 | 12 | 6 | ·
N#Cc1ccc(-c2csc(NC(=O)c3ccc(N4C(=O)CCC4=O)cc3)n2)cc1 | -0.2 | -7 | -2 | 3 | -3 | 2 | -25
COCC(=O)N1CC[C@@H]2[C@@H](CO)N(C)c3ccc(-c4ccccc4)cc3[C@@H]21 | 0.4 | 2 | 14 | -3 | 1 | 6 | 22
O=C(NCc1ccccc1)C1CCCN(S(=O)(=O)c2ccc(Br)cc2)C1 (centres undefined) | 0.1 | 11 | -19 | -6 | 19 | -5 | 10
COc1cc(C(=O)Nc2sc3c(c2C#N)CCN(C(C)=O)C3)cc(OC)c1OC | 0.2 | -1 | · | 7 | 2 | -21 | 11
O=C(NC(=S)N(CC1CCC1)CC1CCCO1)c1cccc([N+](=O)[O-])c1 (centres undefined) | ? | · | 3 | -1 | -3 | 14 | -6
CCOc1ccc(C2N(c3ccc(F)cc3)C(=O)C3CCCN32)cc1OC (centres undefined) | 0.1 | -4 | · | -3 | -5 | -2 | 14
Cc1ccccc1NC1=C/C(=N\S(=O)(=O)c2ccc(C(=O)O)cc2)c2ccccc2C1=O | · | -6 | 7 | 10 | 6 | 10 | -708
NC(=O)C1(N2CCCCC2)CCN(c2ccc3nnc(-c4ccccc4)n3n2)CC1 | -0.9 | -1 | -3 | -2 | 10 | -3 | 7
CO[C@@H](CN(C)C(=O)C1CCOCC1)[C@@H](C)CN([C@H](C)CO)S(=O)(=O)c1ccccc1 | 0.0 | -1 | 4 | 5 | 5 | -4 | -2
Cc1cc2c(cc1S(=O)(=O)Nc1ccc(OC(F)(F)F)cc1)OCC(=O)N2 | 0.0 | -4 | -3 | 4 | 0 | -12 | 3
COc1cc([N+](=O)[O-])c(OC)cc1SCc1n[nH]c(=S)n1-c1ccc(C)cc1 | · | · | -3 | -4 | 0 | -5 | ·
CN(C)S(=O)(=O)c1ccc(C(=O)NNC(=O)c2ccccc2-n2cccc2)cc1 | · | 5 | -2 | 1 | 6 | 3 | -2
COC(=O)c1ccccc1S(=O)(=O)Oc1ccc(-c2ccc(C(=O)O)cc2)cc1 | -0.2 | 6 | -1 | 1 | 13 | -1 | -11
Cc1ccc(S(=O)(=O)Nc2ccc3c(c2)C(=O)N([C@@H](C)CO)C[C@H](C)[C@H](CN(C)C(=O)c2ccncc2)OCCCC[C@H](C)O3)cc1 | · | -1 | · | · | -3 | · | 20
NNC(=O)c1ccc(Cn2cc(Br)cn2)o1 | · | · | -1 | 2 | 2 | 3 | ·
Cc1cccc(-c2nnc(SCC(=O)O)n2Cc2ccccc2)c1 | · | 8 | 0 | 4 | 6 | 4 | 2

Look-ups from the entries so far:
ERp5 inh with Cc1cc2c(cc1S(=O)(=O)Nc1ccc(OC(F)(F)F)cc1)OCC(=O)N2 → 4
S100A4 inh HTS with COC(=O)c1ccccc1S(=O)(=O)Oc1ccc(-c2ccc(C(=O)O)cc2)cc1 → -1
C2C12 statin with Cc1cccc(-c2nnc(SCC(=O)O)n2Cc2ccccc2)c1 → 2

Continuation.
SMILES | E-selectin induc | PglD DTNB | SIRT5 inh | ERp5 inh | DENV2 CPE rescue | S100A4 inh HTS | C2C12 statin
CC(=O)c1cc2c(s1)-c1cc(F)ccc1OC2 | · | · | -3 | -2 | 2 | 1 | ·
O=C(Nc1ccccc1F)N1C[C@@H]2[C@H](c3ccccc31)[C@@H](CO)N2C(=O)C1CCCCC1 | -0.4 | -1 | 1 | 2 | 1 | 16 | -6
COc1ccc(C(=O)OCC(=O)NC(=O)NCc2ccccc2)cc1[N+](=O)[O-] | -0.3 | -3 | -2 | -4 | -1 | -10 | -6
CN(C)CC(=O)N[C@@H]1CC[C@@H](CCNC(=O)Nc2ccc(F)cc2)O[C@@H]1CO | 1.0 | -1 | -36 | -2 | 6 | 35 | -19
Cc1cc(C)c2cc(C#N)c(NCCNC(=O)c3ccccc3)nc2c1 | -0.1 | · | 13 | -12 | -9 | -4 | ·
CCOc1ccc(C2NC(=O)c3ccccc3O2)cc1OCC (centres undefined) | 0.1 | -1 | -3 | 4 | 5 | -1 | 22
Cc1noc(C)c1C(=O)N(C)C[C@@H]1OCc2ccccc2-c2ccccc2C(=O)N([C@@H](C)CO)C[C@@H]1C | 0.3 | 0 | 1 | -5 | 9 | 0 | ·
O=C(N/N=C/c1ccc(N2CCOCC2)cc1)c1cccs1 | · | · | 4 | ? | 1 | -5 | 4

Reprinted at random: 2 entries already listed
SMILES | E-selectin induc | PglD DTNB | SIRT5 inh | ERp5 inh | DENV2 CPE rescue | S100A4 inh HTS | C2C12 statin
O=C(N/N=C/c1ccc(N2CCOCC2)cc1)c1cccs1 | · | · | 4 | ? | 1 | -5 | 4
CC(=O)c1cc2c(s1)-c1cc(F)ccc1OC2 | · | · | -3 | -2 | 2 | 1 | ·

Further entries
SMILES | E-selectin induc | PglD DTNB | SIRT5 inh | ERp5 inh | DENV2 CPE rescue | S100A4 inh HTS | C2C12 statin
C[C@H]1CCCCO[C@H](CN(C)Cc2ccc3c(c2)OCO3)[C@@H](C)CN([C@@H](C)CO)C(=O)c2cc(NC(=O)Nc3cccc4ccccc34)ccc2O1 | 0.4 | -2 | · | · | -23 | · | -385
COc1ccc([C@H]2CC(=O)C=C(c3ccc4ncccc4c3)C2)cc1 | 0.2 | -4 | · | -2 | -6 | 2 | -16
COC(=O)c1c(CC[C@@H](CO)NC(=O)N[C@@H](Cc2ccccc2)Cn2cc(-c3ccccc3)nn2)oc(C(=O)N2CCOCC2)c1C(=O)OC | · | · | -5 | 10 | 6 | -13 | ·
CO[C@@H]1CN(C)C(=O)c2ccc(NC(=O)c3ccccc3)cc2OC[C@H](C)N(C(=O)CN(C)C)C[C@H]1C | 0.1 | 1 | 3 | 10 | 6 | 23 | -3
